S1P2 agonist = S1P2 receptor agonists, primary screen, cell-based | Sphingosine 1-phosphate receptor 2 (Homo sapiens), O95136 | S1P2-expressing cell line, agonist reporter read-out | activation, % at 4.5 µM | actives 0.46% (n = 97,000) | AID 729, 2007; in the data active means activation above about 16%;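 further: 0% = vehicle low control and 100% = maximal reference agonist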
Target sequence (O95136 whole entry, looked up): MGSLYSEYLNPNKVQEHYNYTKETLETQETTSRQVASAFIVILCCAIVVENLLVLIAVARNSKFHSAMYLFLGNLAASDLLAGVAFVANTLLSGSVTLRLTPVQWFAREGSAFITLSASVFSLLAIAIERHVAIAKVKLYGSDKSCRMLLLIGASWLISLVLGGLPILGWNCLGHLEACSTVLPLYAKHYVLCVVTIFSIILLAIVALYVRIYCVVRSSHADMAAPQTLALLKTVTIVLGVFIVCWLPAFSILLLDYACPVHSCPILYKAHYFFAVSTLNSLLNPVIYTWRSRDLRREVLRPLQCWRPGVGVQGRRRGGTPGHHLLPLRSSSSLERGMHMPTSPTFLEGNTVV
sEH inh = soluble epoxide hydrolase inhibitors, primary screen, biochemical, human sEH; Bifunctional epoxide hydrolase 2 (Homo sapiens), P34913; recombinant human sEH enzymatic activity assay; inhibition, % at 2 µM; actives 0.34% (n = 91,000); AID 707, 2007; in the data active means inhibition above about 80%; further: values of inactives mirror those of a sister screen read the other way; many of its hits are not listed in these tables
sEH act = soluble epoxide hydrolase activators, primary screen, biochemical, human sEH. purified human sEH enzymatic activity, activator screen. actives 0.04% (n = 91,000). activation, % at 2 µM; in the data active means activation above about 37%; further: values of inactives mirror those of a sister screen read the other way
hDAT+cocaine = changed hDAT dopamine uptake under cocaine IC80, either direction, primary screen, cocaine antagonist project, cell-based, LLC-PK1 hDAT, [14C]-dopamine uptake, MLSMR; AID 449768, 2010; LLC-PK1 hDAT cells, [14C]-dopamine uptake with cocaine IC80; actives deviate in either direction; actives 1.3% (n = 110,000); Sodium-dependent dopamine transporter (Homo sapiens), Q01959; B-score at 10 µM;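 active means Z score or B-score, a plate-position-corrected score, falls beyond the plate's 99.7% confidence bounds, in either direction; inactive means both scores lie inside the 99.7% bounds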;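 further: scored against the spread of the other compound wells on the same plate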
Target sequence (Q01959 whole entry, looked up): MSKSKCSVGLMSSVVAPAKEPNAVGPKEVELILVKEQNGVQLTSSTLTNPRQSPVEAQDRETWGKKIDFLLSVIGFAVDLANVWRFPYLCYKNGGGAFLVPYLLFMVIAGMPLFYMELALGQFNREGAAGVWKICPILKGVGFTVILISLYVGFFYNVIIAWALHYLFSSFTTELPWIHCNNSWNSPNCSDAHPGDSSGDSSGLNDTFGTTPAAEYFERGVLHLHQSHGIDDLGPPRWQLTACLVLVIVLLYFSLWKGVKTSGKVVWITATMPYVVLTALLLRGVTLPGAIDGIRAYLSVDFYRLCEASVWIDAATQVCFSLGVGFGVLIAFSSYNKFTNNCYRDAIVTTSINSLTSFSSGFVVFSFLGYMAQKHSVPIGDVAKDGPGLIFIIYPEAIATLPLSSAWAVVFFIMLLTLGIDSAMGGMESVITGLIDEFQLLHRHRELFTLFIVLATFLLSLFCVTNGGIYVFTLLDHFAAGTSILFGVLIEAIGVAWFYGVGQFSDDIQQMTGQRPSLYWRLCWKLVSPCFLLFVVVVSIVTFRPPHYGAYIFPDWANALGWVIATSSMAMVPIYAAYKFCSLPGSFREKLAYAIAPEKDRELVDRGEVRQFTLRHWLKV
CYP2C19 act = human CYP2C19 activators, primary screen, biochemical, luminescence; Cytochrome P450 2C19 (Homo sapiens), P33261; recombinant CYP2C19, luciferin-H EGE luminescence; active compounds read high; 0 = fully inhibited enzyme, 1 = untreated enzyme; activation factor at 5 µM; 96,000 tested, under 10 active; AID 1025, 2008;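 active means activation factor of at least 2 at 5 µM in the primary screen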;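 further: 0 = wells with 2.5 mM tranylcypromine and 1 = vehicle-only wells; values of inactives mirror those of a sister screen read the other way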
S1P2 blocker = human S1P2 receptor antagonists, primary screen, cell-based. Sphingosine 1-phosphate receptor 2 (Homo sapiens), O95136. cell-based S1P2 antagonist assay, inhibition at 5 uM. inhibition, % at 5 µM. actives 0.21% (n = 97,000). AID 736, 2007; in the data active means inhibition above about 45%;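 further: CRE beta-lactamase reporter cells expressing human S1P2 stimulated with S1P; 0% = agonist at EC80 alone and 100% = agonist plus reference antagonist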
PostGolgi ctrl = growth inhibition of yeast control strain, primary screen, counter-screen for post-Golgi transport modulator project; efflux-deficient yeast background strain, growth absorbance A615, 16 h; inhibition, % at 10 µM; actives 5% (n = 98,000); AID 738, 2007
CYP2C19 inh = blockers of cytochrome P450 2C19 activity – biochemical, luminescence, ADME assay, primary screen; P33261; CYP2C19 Supersomes, luciferin-H EGE luminescence, 30 min; inhibition, % at 5 µM; actives 21% (n = 96,000);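 active means CYP2C19 inhibition above a set limit at 5 µM in the primary screen, cut at about 50% in these data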;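 further: plate controls were negative control wells for no effect and 2.5 mM tranylcypromine positive control for full effect; values of inactives mirror those of a sister screen read the other way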
PostGolgi yeast = phenotypic screen on post-Golgi transport, primary screen; post-Golgi transport phenotypic cell assay; inhibition, % at 10 µM; actives 0.9% (n = 98,000);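 further: yeast cells grown in 1536-well plates; yeast grown about 18 h at 30C before absorbance read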
An asterisk follows results filed as active; . = not tested or not shown. Unless noted, no stated cut-off is given here; in the data, active means inhibition above about 30%; inactive means the rest.

SMILES	S1P2 agonist	sEH inh	sEH act	hDAT+cocaine	CYP2C19 act	S1P2 blocker	PostGolgi ctrl	CYP2C19 inh	PostGolgi yeast
NC(=S)Nc1nc2ccccc2[nH]c1=O	-5	-2	3	.	1	10	5	0	18
C/C(=N\NC(=O)c1ccc(C)cc1)C1C(=O)c2ccccc2C1=O	1	9	-6	-0.27	.	-7	.	.	.
O=C1OC(c2ccccc2)=C/C1=C/N1CCOCC1	-7	-7	10	1	.	8	.	.	.
O=C(NCC1(c2ccccc2)CCOCC1)c1ccc(Br)o1	-3	-13	12	1.3	0.3	15	8	72*	9
O=C(NC1=NCCS1)c1cccc(S(=O)(=O)N2CCCCC2)c1	-3	.	.	.	0.5	2	.	45	.
O=C(Nc1nccs1)C(NS(=O)(=O)c1ccc(Br)s1)c1ccccc1 (centres undefined)	-2	-4	7	0.56	0.6	-7	9	38	10
COc1cccc(-c2[nH]nc3c2C(c2ccsc2)C(C#N)=C(N)O3)c1 (centres undefined)	-3	-7	7	0.96	0.8	7	4	21	0
O=C(Oc1ccc(/C=N/NC(=O)c2ccccc2O)cc1)c1ccccc1	-8	53	-52	-0.5	1	-9	-6	-3	-1
Cc1ccc(-n2c(SCC(=O)N3CCOCC3)nnc2-c2cccnc2)cc1C	-4	3	-2	-0.13	1	-6	5	4	-5
O=C(CSc1ncn[nH]1)N1CCN(S(=O)(=O)c2ccc(Cl)cc2)CC1	-3	-16	18	-1.8	0.5	-2	0	45	-1
COc1ccc(CC(NC(C)=O)C(=O)N2CCN(C(=O)Nc3cccc(Cl)c3)CC2)cc1OC (centres undefined)	-6	-11	11	-0.56	.	-12	.	.	.
CCCNC(=O)C(CC)NS(=O)(=O)c1ccc(OC)cc1 (centres undefined)	-1	3	-3	.	1	11	8	1	3
CCc1ccc(CNC(=O)CCc2nc(-c3cccs3)no2)cc1	-3	34	-36	0.43	0.6	13	7	38	3
Cc1ccc(-n2c(SCn3nnc4ccccc4c3=O)nnc2-c2cccnc2)c(C)c1	.	.	.	2.4	0.7	.	1	26	-9
COc1ccc(C(=O)Nc2ccccc2C(=O)NCCN2CCOCC2)cc1	-3	-2	5	-0.89	0.8	-5	-2	25	-8
CC(=O)OC(C(=O)NCc1ccc(F)cc1)c1ccccn1 (centres undefined)	-7	6	-6	-0.39	1.1	-6	-7	-8	0
Cc1nc(Oc2cccc(Cl)c2)c2oc3ccccc3c2n1	-2	-1	-2	-1.9	1	-14	19	-4	4
c1ccc2c(c1)OCC(c1nnc3sc(-c4ccc5c(c4)OCO5)nn13)O2 (centres undefined)	-6	-8	6	-8.6*	0.3	4	8	65*	11
COc1ccc(N2CCN(CC(=O)Nc3ccc(-n4cnnn4)cc3)CC2)cc1	-1	3	-3	-0.95	.	-4	8	.	-2
CCOC(=O)C1CCCN(C(=O)Cn2sc3nc(C)cc(C)c3c2=O)C1 (centres undefined)	0	6	-3	-0.83	1.1	-1	0	-8	2
N#CCCN(C(=O)c1ccco1)c1ccccc1	.	.	.	-0.35	1	.	3	-2	7
O=C(CN1C(=O)c2ccccc2S1(=O)=O)N1CCN(c2cccc(Cl)c2)CC1	-4	-4	2	0.11	.	-14	.	.	.
CCN(CC)CCN1C(=O)c2oc3ccccc3c(=O)c2C1c1ccc(C)cc1 (centres undefined)	-9	9	-7	-0.86	1	-5	-6	0	2
CS(=O)(=O)N1N=C(c2ccc(Br)cc2)CC1c1ccc2c(c1)OCO2 (centres undefined)	4	2	2	-0.67	.	-6	9	.	-2
Cc1ccc(S(=O)(=O)/C(C#N)=C/c2c(N3CCC(C(N)=O)CC3)nc3ccccn3c2=O)cc1	0	-18	20	2.4	0.7	-6	15	31	3
CC(=O)c1c(C)[nH]c(C(=O)OCC(=O)C(C)(C)C)c1C	-1	-6	10	0.53	1.1	-3	3	-6	6
c1cc(CNc2ccc(N3CCOCC3)cc2)ccn1	-3	-2	0	-0.75	0.8	9	-8	24	-5
CC(=O)Nc1ccc(C(=O)NNC(=O)CCc2ccccc2)cc1	-4	8	-5	1.1	1.1	16	3	-6	-4
CCOC(=O)N1CCN(c2c(N3CCN(c4cccc(C(F)(F)F)c4)CC3)c(=O)c2=O)CC1	-5	6	-5	-2	1	-6	1	0	0
O=C(NCCc1c[nH]c2ccccc12)C1CCC(Cn2c(=S)[nH]c3ccccc3c2=O)CC1 (centres undefined)	-7	95*	-95	1	0	0	10	100*	-3
COc1ccc(C2CC(c3ccc(C)cc3)Nc3nc(N)nn32)cc1 (centres undefined)	0	3	-4	-0.2	0.9	26	10	13	4
CN(C)C(=S)NC1(C)CCS(=O)(=O)C1 (centres undefined)	0	-5	4	-0.48	0.9	6	11	15	-4
COc1ccc2c(C)cc(N3CCN(c4ccc(F)cc4)CC3)nc2c1	0	-6	5	0.13	0.2	-5	17	83*	-11
O=C(Nc1ccccc1C(F)(F)F)c1cc(-c2cccc(O)c2)on1	-6	.	.	-0.12	1	-17	8	2	-9
CCOC(=O)CN1C(=O)C(O)=C(C(C)=O)C1c1ccccc1 (centres undefined)	-2	-15	15	0.29	0.9	5	8	8	0
CCCC(=O)Oc1ccccc1C1SCc2cc(C)c(C)cc2CS1	-6	2	-2	.	1	8	-4	-4	-1
Cc1cccc(C)c1OCC(=O)Nc1ncn[nH]1	-9	-10	8	0.72	0.4	8	-9	63*	8
c1ccc(Cn2nnc3c(N4CCc5ccccc54)ncnc32)cc1	-5	-1	0	-0.84	.	21	7	.	1
O=[N+]([O-])c1cc(F)c(N2CCCCC2)cc1N1CCOCC1	-3	-15	13	-0.51	0.7	-28	1	25	-2
COC(=O)c1c(C(=O)OC)c2cc(C)ccn2c1Cl	-8	-12	12	0.63	0.5	2	9	47	-12
Cc1ccc2cccc(NC(=O)C(F)(F)F)c2n1	-5	0	-1	-1.1	0.8	-9	.	16	.
CCn1c(Cc2ccccc2)nnc1SCC(=O)Nc1nnc(-c2ccccc2)s1	0	12	-8	-0.33	0.5	-21	8	48	5
O=C(CSc1n[nH]c(-c2ccc(Cl)cc2Cl)n1)Nc1ccccn1	0	-6	7	.	0.7	-2	33*	30	-3
Cn1c(=O)c2nc(-c3ccccc3)oc2c2ccccc21	0	-9	10	-0.4	0.9	4	61*	5	9
Cc1noc(C)c1CSc1nnc(-c2ccncc2)n1-c1cccc(Cl)c1C	.	.	.	0.1	0	.	-3	100*	-5
COC(=O)c1c(C)nc(C)c2c(=O)oc3ccccc3c12	.	.	.	-0.11	0.9	.	42*	14	-4
Cc1ccccc1OCC(=O)NC(=S)Nc1ccc2c3c(cccc13)CC2	-3	-2	1	0.34	1.1	-16	-2	-5	-4
COc1ccc(C(=O)CSc2nnc(C3CCCCC3)n2N)c(OC)c1	.	.	.	0.95	0.8	.	6	16	6
c1ccc(-c2noc(C34CC5CC(CC(C5)C3)C4)n2)nc1	-1	-1	4	1.4	1.1	-3	-5	-9	-3
O=C(CSc1ccc2nnc(-c3ccncc3)n2n1)Nc1ccc2c(c1)OCCO2	-8	11	-12	-0.43	0.9	-3	16	6	-4

Some of the entries so far, with two lines to a compound.
Each structure is followed by: S1P2 agonist	sEH inh	sEH act	hDAT+cocaine	CYP2C19 act	S1P2 blocker	PostGolgi ctrl	CYP2C19 inh	PostGolgi yeast
Cc1noc(C)c1CSc1nnc(-c2ccncc2)n1-c1cccc(Cl)c1C
    .	.	.	0.1	0	.	-3	100*	-5
COC(=O)c1c(C)nc(C)c2c(=O)oc3ccccc3c12
    .	.	.	-0.11	0.9	.	42*	14	-4
Cc1ccccc1OCC(=O)NC(=S)Nc1ccc2c3c(cccc13)CC2
    -3	-2	1	0.34	1.1	-16	-2	-5	-4

Next structures:
SMILES	S1P2 agonist	sEH inh	sEH act	hDAT+cocaine	CYP2C19 act	S1P2 blocker	PostGolgi ctrl	CYP2C19 inh	PostGolgi yeast
COCCN1CN=C(Nc2nc3ccccc3o2)NC1	3	-13	15	0.42	.	4	-2	.	9
O=C(Nc1cnn(Cc2ccccc2)c1)c1cc2nc(-c3ccco3)cc(C(F)(F)F)n2n1	.	.	.	1.7	0.9	.	9	12	3
COc1ccccc1N1CCN(Cc2ccc(Br)o2)CC1	.	.	.	0.8	0.1	.	19	93*	0
Cc1cc(C(=O)NCCc2ccccc2)ccc1[N+](=O)[O-]	-9	24	-22	0.35	0.6	-2	21	44	6
Cc1cc(C)cc(N2C(=O)N(c3ccccc3C)C3CS(=O)(=O)CC32)c1 (centres undefined)	-3	.	.	-0.38	0.1	15	21	94*	5
O=C(c1ccccc1Cl)N1CCNCC1	-4	-15	13	.	1	-14	6	-4	9
Cc1cccc2c(SCC(=O)NCC3CCCO3)nc(-c3ccc(F)cc3)nc12 (centres undefined)	-4	8	-7	0.38	0.5	11	12	52*	5
CC(C)CC(c1nnnn1CC1CCCO1)N1CCN(Cc2ccc3c(c2)OCO3)CC1 (centres undefined)	-5	8	-9	0.0063	0.9	1	-3	12	0
Cc1cc(C)cc(C(=O)O/N=C(\N)c2ccc(Br)cc2)c1	-2	2	-4	0.46	1.1	12	30*	-13	8
CCOC(=O)CSc1nc2sc3c(c2c(=O)n1C1CCCCC1)CCN(C)C3	0	8	-6	-0.1	.	-21	.	.	.
CCOc1cc2c3c(c1)C1(OCCO1)C(=O)N3C(C)(C)CC2C (centres undefined)	-6	-5	3	-1.3	0.7	3	29	33	-1
NC(=O)C1CCN(C(=O)COc2cccc3ccccc23)CC1	-2	4	0	-0.015	0.8	0	-4	24	-2
NC(=O)c1nn(-c2cccc(Cl)c2)c(=O)cc1O	-6	7	-6	-0.023	1	-2	-2	4	0
O=C(COc1ccc(Cl)cc1Cl)NC(=O)N1CCCCC1	-2	17	-13	0.33	0.7	-11	1	28	2
CCNCCOC(c1ccccc1)c1ccccc1	-6	-14	15	0.52	.	7	.	.	.
CCn1nnc(NC(=O)CSc2ccc(Cl)cc2)n1	.	.	.	0.43	0.7	.	1	26	6
CCOC(=O)N1CCC(c2cc(=O)n3[nH]c(-c4ccccc4)cc3n2)CC1	.	.	.	0.033	1.1	.	22	-8	1
COc1cccc(Nc2nc(-c3sc(NC(=O)CC(C)C)nc3C)cs2)c1	-6	29	-28	0.27	0.2	26	-7	84*	17
COc1ccc(C(=O)N2CCc3cc(OC)c(OC)cc3C2c2cccc([N+](=O)[O-])c2)cc1 (centres undefined)	-5	1	2	.	0.5	3	20	54*	-1
CCN(CC)S(=O)(=O)c1ccc(S(=O)(=O)Nc2ccc3c(c2)oc2ccccc23)cc1	-3	4	-3	0.41	0.3	-7	25	70*	0
CCc1nc(SCC(=O)Nc2cc(C)on2)c2c(=O)n(C)c(=O)n(C)c2n1	1	6	-4	1	0.9	-16	5	13	2
CC(=O)c1ccc(OCCCC(=O)OCc2nnc(-c3ccc(Cl)cc3)o2)cc1	-5	0	0	-0.6	0.6	5	4	36	-1
COc1ccc(OC)c(NC(=O)C2CCCN2C(=O)C2CCC(C)CC2)c1 (centres undefined)	-4	-2	3	0.72	0.5	11	6	53*	1
O=C(Cn1cnc2c(cnn2-c2ccc(F)cc2)c1=O)N1CCN(c2ccccc2F)CC1	-5	.	.	-0.74	0.8	11	6	20	-9
OC1CCCN(Cc2ccc3c(c2)Cc2ccccc2-3)C1 (centres undefined)	0	-12	9	0.084	1	31	5	-4	-2
Cn1c2ccccc2c2nnc(SC3CCOC3=O)nc21 (centres undefined)	-6	.	.	-0.04	1	-10	5	-3	19

Assay outcomes from PubChem BioAssay.
